Assay outcomes: PubChem BioAssay, National Center for Advancing Translational Sciences (NCATS)
TRb SRC2 PPI: qHTS for Inhibitors of the Interaction of Thyroid Hormone Receptor and Steroid Receptor Coregulator 2 | 280,000 compounds, 0.065% hits | TRbeta-SRC2 peptide binding, fluorescence polarization; receptor liganded with 1 µM T3 | Thyroid hormone receptor beta (Homo sapiens), P10828 | Potency, µM (titrated, usually from 106 µM), inactives show at the top dose activity change, negative = inhibition, actives largely listed as inhibitors;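 further: plate controls were bound peptide for no effect and peptide without receptor for full effect; nearly all actives have a fitted effect of over 50% in size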
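A fluorescence polarization screen tested compounds at multiple concentrations against complex formation between 0.6 uM TRb ligand-binding domain and 20 nM Texas Red SRC2 peptide, with 1 uM T3 present; readout after 5 hr.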
TR SRC2 fluor cs: Total Fluorescence Counterscreen for Inhibitors of the Interaction of Thyroid Hormone Receptor and Steroid Receptor Coregulator 2. TRb/SRC2 Texas Red total fluorescence interference. Potency, µM (highest dose often 106 µM), for inactives: top-dose fluorescence change, negative = quenching. 280,000 compounds, 0.29% hits. AID 1479, 2009; active means well fitted curve in either direction with a large enough effect; inconclusive means small, poorly fitted or top-dose-only effect; further: on the % scale 0 is the no-effect control and ±100 the full control effect
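Flags fluorescent or light-absorbing compounds by total fluorescence, S + 2P, at 555 nm excitation and 632 nm emission. Mixture: 20 nM Texas Red SRC2 peptide, 0.6 uM human TRb LBD, 1 uM T3, 5% DMSO; compound exposure 5 h at ambient temperature.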
Tau fibril ThT: qHTS for Inhibitors of Tau Fibril Formation, Thioflavin T Binding; Microtubule-associated protein tau (Homo sapiens), P10636; recombinant tau K18 P301L, heparin-induced fibrillization, ThT fluorescence; Potency, µM (series often up to 57.4 µM), without a hit: top-dose activity, negative = inhibition, most hits filed as inhibitors; 270,000 compounds, 2.1% hits; further: on the % scale 0 is the no-effect control and ±100 the full control effect; nearly all actives have a fitted effect of over 55% in size
Target sequence (P10636 561-689 P618L limits assumed): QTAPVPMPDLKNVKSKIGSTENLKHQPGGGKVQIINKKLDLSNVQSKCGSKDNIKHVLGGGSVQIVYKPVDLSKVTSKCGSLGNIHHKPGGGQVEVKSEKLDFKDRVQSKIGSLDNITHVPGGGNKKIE
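ThT emission at 510 nm, taken 1 hr after adding 30 uM dye, quantifies aggregates formed when 20 uM heparin acts on human tau K18 P301L for 6 hr at 37 C.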
RECQ1 helicase: qHTS Assay for Inhibitors of RecQ-Like Dna Helicase 1 (RECQ1); Potency, µM (series often up to 57.3 µM), without a hit: top-dose activity, negative = inhibition, hits mostly inhibitors; RECQ1 DNA unwinding, red fluorescence kinetic read; AID 2549, 2010; ATP-dependent DNA helicase Q1 (Homo sapiens), P46063; 240,000 compounds, 0.54% hits;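 further: plate controls were vehicle for no effect and no enzyme for full effect; nearly all actives have a fitted effect of over 30% in size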
Target sequence (P46063 whole entry, looked up): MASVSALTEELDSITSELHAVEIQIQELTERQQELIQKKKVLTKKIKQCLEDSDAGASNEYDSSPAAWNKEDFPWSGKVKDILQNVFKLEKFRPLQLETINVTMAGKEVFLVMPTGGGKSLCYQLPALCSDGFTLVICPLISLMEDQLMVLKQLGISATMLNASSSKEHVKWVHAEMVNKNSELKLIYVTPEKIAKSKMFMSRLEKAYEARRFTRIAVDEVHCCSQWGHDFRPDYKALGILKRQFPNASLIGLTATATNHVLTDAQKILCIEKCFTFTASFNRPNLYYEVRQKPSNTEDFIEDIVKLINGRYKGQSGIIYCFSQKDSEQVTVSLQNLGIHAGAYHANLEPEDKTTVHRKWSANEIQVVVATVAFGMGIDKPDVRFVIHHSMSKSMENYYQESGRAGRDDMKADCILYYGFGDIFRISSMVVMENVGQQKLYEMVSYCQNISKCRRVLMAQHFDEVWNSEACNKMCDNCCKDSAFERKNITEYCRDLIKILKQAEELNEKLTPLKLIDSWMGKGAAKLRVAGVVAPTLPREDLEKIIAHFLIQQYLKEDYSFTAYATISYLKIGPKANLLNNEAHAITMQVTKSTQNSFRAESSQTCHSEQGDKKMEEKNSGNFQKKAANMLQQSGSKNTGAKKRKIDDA
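RECQ1T1 50 nM; forked duplex (20 bp + 30-nt ss tails) 200 nM, ATP 2 mM final; pH 8.0, 2 mM MgCl2, 2.5 ug/ml poly(dI-dC); 15 min compound preincubation; discontinuous kinetic read over 2 h at RT.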
HTT cytoprotect: qHTS Multiplex Assay to Identify Dual Action Probes in a Cell Model of Huntington: Cytoprotection (ATP). PC12 HTT-Q103 induced, cytoprotection, ATP luminescence, 40 h. Potency, µM (doses to about 56.4 µM), inactives show cytoprotection (ATP increase), hits mostly activators. 230,000 compounds, 0.14% hits. AID 1471, 2008;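 further: % of control where 0% means no effect; nearly all actives have a fitted effect of over 45% in size; toxic huntingtin expression switched on by the ecdysone agonist tebufenozide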
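Stable PC12 Q103-GFP cells in serum-supplemented, phenol red-free DMEM; induction by tebufenozide at 100 nM final; compound dose series; cell viability quantified luminescently from ATP.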
L3MBTL1 inh: qHTS Assay for the Inhibitors of L3MBTL1 | Lethal(3)malignant brain tumor-like protein 1 (Homo sapiens), Q9Y468 | AlphaScreen L3MBTL1–H3K9me1 peptide binding | Potency, µM (highest dose often 57.1 µM), for the others: top-dose activity, negative = inhibition, most hits filed as inhibitors | 230,000 compounds, 0.66% hits; further: on the % scale 0 is the no-effect control and ±100 the full control effect; nearly all actives have a fitted effect of over 60% in size
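L3MBTL1 50 nM + b-AHA-H3(1-15)K9me1 75 nM, 30 min RT; compound added, 30 min RT; streptavidin donor/Ni-chelate acceptor beads 10 ug/mL each final, 30 min RT dark; AlphaScreen read.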
Tau fluor cs: Counterscreen qHTS for Inhibitors of Tau Fibril Formation, Fluorescence Polarization. tau K18 P301L Alexa594 fluorescence, heparin fibrillization. Potency, µM (titrated, usually from 57.7 µM), for inactives: top-dose activity change, negative = decrease. 280,000 compounds, 0.93% hits. AID 1463, 2008; further: on the % scale 0 is the no-effect control and ±100 the full control effect; nearly all actives have a fitted effect of over 55% in size
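Human tau K18 P301L (15 uM unlabeled, 0.24 uM Alexa 594-labeled) in 100 mM sodium acetate pH 7 with 20 uM heparin, 6 hr at 37 C. ThT 30 uM added, 1 hr ambient; Alexa 594 FP and total fluorescence read at 555/632 nm.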
Tau FP inhib: qHTS for Inhibitors of Tau Fibril Formation, Fluorescence Polarization; Microtubule-associated protein tau (Homo sapiens), P10636; K18 P301L tau heparin fibrillization, Alexa594 FP, 6 h; Potency, µM (series often up to 57.7 µM), without a hit: at the highest dose activity, negative = inhibition, actives largely listed as inhibitors; 280,000 compounds, 0.39% hits; further: on the % scale 0 is the no-effect control and ±100 the full control effect; nearly all actives have a fitted effect of over 55% in size
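Quantitative HTS format: compounds meet 15 uM recombinant K18 P301L tau and Alexa 594-tau tracer in 100 mM sodium acetate pH 7; 20 uM heparin triggers fibrillization at 37 C over 6 hr; FP gives the signal.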
Numbers without * were called inactive; i = inactive; ? = inconclusive; · = no result given; & = joins results of further samples; [ ] = remark or other dose. Unless noted, the call rests on the fitted dose curve; in most records, active means well fitted curve in the direction sought with a large enough effect; inconclusive means small, poorly fitted or top-dose-only effect, or another doubt; inactive means no such curve, though single readings can be large; an effect the other way counts as inactive or inconclusive. Potency means the concentration at half of the fitted maximal effect.

SMILES	TRb SRC2 PPI	TR SRC2 fluor cs	Tau fibril ThT	RECQ1 helicase	HTT cytoprotect	L3MBTL1 inh	Tau fluor cs	Tau FP inhib
Cc1cccc(/C(N)=N/OC(=O)c2ccco2)c1	-5%	-8%	-12%	-13%	-6%	·	-6%	6%
CCOCCCNS(=O)(=O)c1cc(Br)cc2c1N(C(=O)C1CC1)CC2	0%	3%	-8%	-10%	-2%	3%	-4%	3%
COc1ccc(C2c3c(-c4ccccc4O)n[nH]c3C(=O)N2Cc2ccco2)cc1OC (configuration not stated)	2%	-1%	3%	-16%	-5%[10 µM]	?	-16%	-1%
COc1ccc2nc(NC(=O)c3ccc(NS(=O)(=O)c4cccs4)cc3)sc2c1	11%	-9%	?	-5%	-2%[10 µM]	0%	?	?
COc1ccc2[nH]c3c(=O)n(CCN4CCOCC4)cnc3c2c1	-7%	-4%	-10%	-3%	10%[10 µM]	1%	-9%	-3%
CCN1CCN(C(=O)/C=C/c2ccc([N+](=O)[O-])cc2)CC1	-6%	-1%	10%	-6%	?	-13%	1%	-3%
c1cncc(-c2nn3c(Cn4nnc5ccccc54)nnc3s2)c1	-22%	-3%	-16%	i	-11%[0.074 µM]	29%	-13%	-10%
O=C(O)c1ccc(NCc2nc3ccccc3n2Cc2ccccc2F)cc1	5%	4%	8%	-3%	?	2%	7%	4%
Nc1ncccc1OCc1ccc(Br)cc1	0%	-2%	-15%	-2%	-71%[inhibitor]	6%	-14%	-4%
O=C(c1ccc2c(c1)N(Cc1ccccc1F)C(=O)c1ccccc1S2=O)N1CCCCC1 (configuration not stated)	-5%	-1%	-7%	·	·	·	-11%	1%
Cc1ccc(C(=O)O/N=C(\N)c2nonc2N)cc1	6%	2%	-5%	-4%	7%[10 µM]	?	-5%	14%
Cc1ccc2c(c1)N(CCC(=O)NCC1COc3ccccc3O1)C(=O)CO2 (configuration not stated)	-19%	1%	-2%	2%	8%[10 µM]	8%	-2%	4%
O=C(Cn1cc(C(=O)c2cccs2)c2ccccc21)Nc1ccc(Br)cc1	-3%	0%	?	·	·	·	?	?
O=C1C2C3C=CC(C4CC34)C2C(=O)N1Cc1ccco1 (configuration not stated)	5%	1%	0%	-6%	5%[10 µM]	4%	7%	-2%
CN1C[C@@H]2C(c3ccc(C(F)(F)F)cc3)C3(c4cccnc4)CC2(C3)[C@H]1c1ccccc1 (some centres not stated)	1%&6%	-2%&-2%	-14%&-7%	i	-26%	·	-16%&-6%	2%&0%
CCNc1nc(NC(C)(C)C)nc(N2CCCCC2)n1	1%	0%	-8%	i	-15%[10 µM]	1%	-7%	-2%
O=C(O)c1cc(=O)[nH]c(=O)[nH]1	-2%	-1%	·	-5%	8%	·	·	·
Nc1ccc(C(=O)Nc2ccc(OC(F)(F)C(F)F)c(NC(=O)c3ccc(N)cc3)c2)cc1	6%	-7%	?	-9%	-3%[10 µM]	-2%	?	?
Fc1ccc(/C=N/Nc2nn[nH]n2)cc1	-5%	-2%	-1%	0%	·	9%	2%	-3%
Cn1nnnc1SCC(=O)Nc1cc(C(F)(F)F)ccc1N1CCOCC1	-1%	0%	-2%	i	6%[10 µM]	4%	4%	0%

Reformatted with values under each structure: four of the compounds above.
Values in the order – TRb SRC2 PPI, TR SRC2 fluor cs, Tau fibril ThT, RECQ1 helicase, HTT cytoprotect, L3MBTL1 inh, Tau fluor cs, Tau FP inhib
O=C1C2C3C=CC(C4CC34)C2C(=O)N1Cc1ccco1 (configuration not stated)
 : 5%, 1%, 0%, -6%, 5%[10 µM], 4%, 7%, -2%
CN1C[C@@H]2C(c3ccc(C(F)(F)F)cc3)C3(c4cccnc4)CC2(C3)[C@H]1c1ccccc1 (some centres not stated)
 : 1%&6%, -2%&-2%, -14%&-7%, i, -26%, ·, -16%&-6%, 2%&0%
CCNc1nc(NC(C)(C)C)nc(N2CCCCC2)n1
 : 1%, 0%, -8%, i, -15%[10 µM], 1%, -7%, -2%
O=C(O)c1cc(=O)[nH]c(=O)[nH]1
 : -2%, -1%, ·, -5%, 8%, ·, ·, ·

Continuation.
SMILES	TRb SRC2 PPI	TR SRC2 fluor cs	Tau fibril ThT	RECQ1 helicase	HTT cytoprotect	L3MBTL1 inh	Tau fluor cs	Tau FP inhib
COC(=O)CSc1nnc(-c2cccnc2)n1-c1cc(OC)cc(OC)c1	2%	-5%	-2%	-10%	6%[10 µM]	-2%	-1%	4%
c1ccc(-c2nnsc2-c2ncc[nH]2)cc1	-3%	-1%	5%	2%	10%	5%	4%	-6%
c1ccc(-n2nnc3c(N4CCOCC4)ncnc32)cc1	0%	-6%	-22%	-6%	-143%[inhibitor][0.074 µM]	-3%	-13%	-3%
Cn1c(=O)c2c(nc(CN3CCN(c4ccccc4)CC3)n2Cc2ccccc2Cl)n(C)c1=O	-21%	-1%	-1%	i	-8%	7%	3%	11%
O=C(N/N=C/c1ccc(OC(=O)c2cccs2)cc1)c1ccc(F)cc1	-1%	2%	-15%	-8%	-45%[inhibitor]	5%	-4%	-2%
Cc1ccn(CCC(=O)N2CCCC(CCC(=O)N3CCN(c4ccccn4)CC3)C2)n1 (configuration not stated)	3%	-1%	-6%	-1%	3%[10 µM]	15%	-5%	4%
Cc1ccc(SCc2ccc(C(=O)NCc3ccncc3)cc2)cc1	3%	0%	-8%	0%	-66%[inhibitor]	-23%	-13%	0%
N[C@@H](CCS(=O)O)C(=O)O	2%&2%	0%&-2%	-14%&6%	i	-41%&-18%[inhibitor]	·	-23%&1%	-5%&-1%
COc1ccc(N2CCN(C(=O)c3cc4c(s3)-c3ccccc3S(=O)(=O)C4)CC2)cc1	3%	0%	·	-4%	0%[10 µM]	·	12%[0.0958 µM]	2%[0.0958 µM]
CC(=O)NCCNC(=O)c1ccc(NC2=NC3CS(=O)(=O)CC3S2)cc1 (configuration not stated)	-5%	-4%	·	-5%	12%[10 µM]	·	5%	-2%
CCC(CO)N=C1CC(C)(C)CC(=O)/C1=C(/O)CCCN1C(=O)c2ccccc2C1=O (configuration not stated)	-2%	-2%	-7%	-7%	-17%	12%	-10%	-2%
CN1CCN(Cc2c(O)c(Cl)cc3c(-c4ccccc4)cc(=O)oc23)CC1	1%	-1%	-3%	-5%	-6%	4%	-2%	6%
Cc1ccc(NC(=O)c2c(C)nc3sc(C(=O)NC4CCCC4)c(N)c3c2-c2ccco2)c(C)c1	-2%	1%	-10%	-1%	-9%[10 µM]	2%	-5%	-2%
CCCCN=CC1=C(O)CC(c2ccccc2)CC1=O (configuration not stated)	-8%	4%	-2%	i	-18%	8%	-2%	0%
CCCOc1ccc(C(=O)NCCC(=O)NCCCC(=O)OCC)cc1	-23%	2%	-12%	i	7%	·	-14%	2%
CCCCN1C(=S)NC[C@@H]1c1ccccc1	-5%	0%	1%	-7%	28%[10 µM]	6%	0%	2%
Cc1cc(C)c2nc(N3CCC(C(=O)N4CCCC4)CC3)sc2c1	0%	-3%	?	-1%	-4%	-2%	-16%	9%
NC(=O)c1sc2nc3c(c(-c4cccs4)c2c1N)CCCC3	1%	-3%	-15%	2%	16µM*	3%	-5%	11%
CC(=O)NCC(=O)N1CCCC(C(=O)c2ccc(-c3ccccc3)c(F)c2)C1 (configuration not stated)	-1%	-5%	-6%	-5%	-31%[inhibitor]	1%	-2%	3%
CC(=O)Nc1ccc2c(c1)C(=O)N(c1ccc(C)cc1)C2=O	12%	-1%	-3%	90%[activator]	4%	·	-8%	6%
CCNC(=O)COc1ccc(-c2ccccc2)cc1	6%	0%	-18%	-2%	-12%	·	-11%	-5%
COc1ccc(-c2[nH]c(-c3ccc(F)cc3)nc2SCC(=O)NCc2ccco2)cc1OC	6%	-3%	?	-8%	-13%	2%	?	?
COc1ccccc1NC(=O)Nc1ccc2c(c1)nnn2C	-1%	-6%	-14%	i	-40%[inhibitor]	·	-9%	7%
CC1CC(C)CN(CC(=O)N2CCCc3c2c(=O)oc2ccc(OCc4ccccc4)cc32)C1 (configuration not stated)	1%	-2%	?	-18%	-31%	·	-12%	6%
Cc1ccc(NC(=O)Cc2ccc3c(c2)CCCC3)cc1C	-6%	1%	-27%	-6%	-2%[10 µM]	6%	-25%	-11%
CCN1CCN(C(C)C(=O)NC2CCCCC2)CC1 (configuration not stated)	4%	-3%	-5%	10%	7%[10 µM]	·	-6%	-8%
CCc1c(CN2CCN(c3ccc(F)cc3)CC2)csc1C	10%	-1%	-15%	·	·	·	-11%	2%
NS(=O)(=O)c1ccc(CCNC(=O)C2CCCCC2)cc1	3%	-2%	-3%	i	10%	·	-6%	-2%
COc1ccc(CNC[C@@H](CCCCN(C)Cc2ccc(OC)cc2)N2C[C@H](c3ccccc3)N(CCc3ccc(Cl)c(Cl)c3)C(=O)C2=O)cc1	-2%	0%	?	-16%	-44%[10 µM]	-27%	-12%	-6%
COc1cc2c(cc1OC)-c1nnnn1C(C)(C)C2	5%	-1%	2%	-15%	10%[1.9 µM]	2%	5%	1%
COc1ccc(N=C2CC(C)(C)CC(=O)/C2=C(/O)c2ccccc2)cc1	-2%	-2%	5%	i	-31%[inhibitor]	-4%	0%	-7%
Cc1sc2nc(C)n(/N=C/c3ccc(O)cc3)c(=O)c2c1C	3%	0%	-4%	i	-2%	·	-7%	2%
O=C(CS(=O)(=O)Cc1ccccc1)Nc1ccc2c(c1)OCO2	-8%	-1%	?	-7%	-31%[inhibitor]	·	-22%	5%
CC(=O)Nc1nc(C(=O)O)cs1	7%	-1%	-3%	-8%	-9%	?	-7%	-7%

An excerpt, so the mix of outcomes need not match the whole.
